Assay outcomes deposited in PubChem by National Center for Advancing Translational Sciences (NCATS).
KB-V1 cytotox = KB-V1 MDR subline cytotoxicity. AID 1347076. Potency, µM (doses to about 46.1 µM), for the others: top-dose activity change, negative = cytotoxicity, hits mostly cytotoxic. hit rate 3.4% among 400,000. KB-V1 MDR cells viability, CellTiter-Glo, 72 h; also: potency is read from the fitted curve at half-maximal effect; % is scaled to controls: 0 for no effect and ±100 for the full control effect; nearly all actives have a fitted effect of over 60% in size
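qHTS viability screen in drug-selected KB-V1 MDR cells: 72 h compound treatment at 37 degrees C, ATP luminescence end point.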
HT1080NT lethal = kills 2HG-producing HT-1080-NT fibrosarcoma cells | HT-1080-NT fibrosarcoma viability, CellTiter-Glo ATP luminescence, 48 h | Potency, µM (titrated, usually from 46.1 µM), for inactives: top-dose activity, negative = less viability, actives largely listed as cytotoxic | hit rate 1.6% among 360,000;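 also: NT is the 2HG producing partner of a matched IDH1 knockdown line; potency is read from the fitted curve at half-maximal effect; 0% = DMSO-treated cells and -100% = media-only wells without cells; nearly all actives have a fitted effect of over 55% in size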
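Toxicity toward the 2HG-producing NT line was scored as %Activity, normalised to DMSO and no-cell wells, from CellTiter-Glo luminescence after 48 hours' treatment.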
HT1080 IDH1KD tx = toxicity to HT-1080 IDH1 knockdown cells (counter line). HT-1080 IDH1 knockdown viability, ATP luminescence, 48 h. Potency, µM (doses to about 46.1 µM), for the others: at the highest dose activity, negative = toxicity, usual class: cytotoxic. hit rate 2% among 360,000;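 also: potency is read from the fitted curve at half-maximal effect; 0% = DMSO wells and -100% = cell-free medium wells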
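% activity derives from luminescence (CellTiter-Glo), normalised to DMSO and no-cell wells. HT-1080-IDH1KD cells, 750/well, had 48 h compound exposure at 37 °C.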
SW480 rerep = DNA re-replication induction in SW480 cells; hit rate 1.8% among 340,000; AID 624297; Potency, µM (series often up to 46.1 µM), for the others: at the highest dose re-replication activation, hits mostly activators; SW480 DNA re-replication, Hoechst DNA content imaging, 48 h; also: potency is read from the fitted curve at half-maximal effect; % of control where 0% means no effect; nearly all actives have a fitted effect of over 55% in size
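Compounds, transferred as 23 nL by pin tool, were incubated with cells for 48 hr; DNA content per nucleus was then quantified by Hoechst staining and fluorescence plate imaging.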
KB-3-1 cytotox = kills parental KB-3-1 adenocarcinoma cells. KB-3-1 viability, CellTiter-Glo ATP luminescence, 72 h. hit rate 1.4% among 400,000. Potency, µM (series often up to 46.1 µM), for the others: top-dose activity change, negative = cytotoxic, hits mostly cytotoxic; also: potency is read from the fitted curve at half-maximal effect; % is scaled to controls: 0 for no effect and ±100 for the full control effect; nearly all actives have a fitted effect of over 60% in size
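Luminescent ATP read-out (CellTiter-Glo) measures survival of drug-naive KB-3-1 cells after 72 h compound exposure at 37 °C. Titration series was screened from lowest to highest concentration, with DMSO vehicle plates as background controls.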
IL-1B inflam inh = inflammasome signaling inhibition, IL-1 beta readout; THP-1 LPS/ATP IL-1B secretion, AlphaLISA, 16 h; active compounds read low; activity change, % at 57.5 µM; hit rate 4.7% among 360,000; in the data active = activity change below about -50%; inconclusive = mostly about -30% to -49%; also: % is scaled to controls: 0 for no effect and ±100 for the full control effect
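THP-1 cells pretreated 1 hr with compounds (up to 57.5 uM final), then stimulated with LPS (250 ng/mL final) plus ATP (1.25 mM final); secreted IL-1B measured by AlphaLISA after 16 hr, decreased signal indicating inhibition.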
DRD3 antagonist = blocks the human D3 dopamine receptor; P35462; D3R cells, DiscoveRx beta-arrestin luminescence, antagonist mode; active compounds read low; max response, negative = inhibition, %; hit rate 2.5% among 360,000; in the data active = max response below about -50%; inconclusive = no clear call, values can overlap the other calls; also: % is scaled to controls: 0 for no effect and ±100 for the full control effect; mostly tested at two doses, the higher about 12 µM
Target sequence (P35462 whole entry, looked up): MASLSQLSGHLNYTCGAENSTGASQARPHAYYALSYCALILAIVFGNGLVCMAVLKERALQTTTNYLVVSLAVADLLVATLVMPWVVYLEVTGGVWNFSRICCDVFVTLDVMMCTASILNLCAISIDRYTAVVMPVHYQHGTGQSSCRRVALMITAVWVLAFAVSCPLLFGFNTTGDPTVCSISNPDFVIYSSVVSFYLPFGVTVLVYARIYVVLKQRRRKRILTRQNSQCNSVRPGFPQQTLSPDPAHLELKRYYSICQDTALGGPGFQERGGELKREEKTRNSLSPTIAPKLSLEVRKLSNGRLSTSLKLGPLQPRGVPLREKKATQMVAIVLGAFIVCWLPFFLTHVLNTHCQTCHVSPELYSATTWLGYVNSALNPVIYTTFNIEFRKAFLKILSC
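Cells plated overnight at 1500 cells/well, then exposed to library compounds with dopamine controls for 90 minutes at 37 degrees C. DiscoveRx reagent added for 30–60 minutes at room temperature; luminescence read, quantitative HTS format.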
DRD3 agonist = agonists of human D3 dopamine receptor; D3R DiscoveRx beta-arrestin cells, luminescence, 90 min; max activation, %; hit rate 0.58% among 410,000; AID 652048; in the data active = max activation above about 30%; also: 0% is about no effect; mostly tested at two doses, the higher about 12 µM
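Cells at 1500/well, incubated overnight, then treated with pinned compounds (dopamine as control) for 90 min at 37 degrees C. DiscoveRx reagent added for 30 - 60 minutes at room temperature; luminescence read.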
GLP1R ag = agonists of human GLP-1 receptor; HEK293 GLP-1R CRE-luciferase, luminescence, 4-6 h; cells express a hypersensitive GLP-1R form; Potency, µM (series often up to 45.6 µM), for inactives: at the top dose activation, actives largely listed as activators; hit rate 0.007% among 380,000; AID 624172; also: potency is read from the fitted curve at half-maximal effect; % of control where 0% means no effect
Target sequence (P43220 whole entry, looked up): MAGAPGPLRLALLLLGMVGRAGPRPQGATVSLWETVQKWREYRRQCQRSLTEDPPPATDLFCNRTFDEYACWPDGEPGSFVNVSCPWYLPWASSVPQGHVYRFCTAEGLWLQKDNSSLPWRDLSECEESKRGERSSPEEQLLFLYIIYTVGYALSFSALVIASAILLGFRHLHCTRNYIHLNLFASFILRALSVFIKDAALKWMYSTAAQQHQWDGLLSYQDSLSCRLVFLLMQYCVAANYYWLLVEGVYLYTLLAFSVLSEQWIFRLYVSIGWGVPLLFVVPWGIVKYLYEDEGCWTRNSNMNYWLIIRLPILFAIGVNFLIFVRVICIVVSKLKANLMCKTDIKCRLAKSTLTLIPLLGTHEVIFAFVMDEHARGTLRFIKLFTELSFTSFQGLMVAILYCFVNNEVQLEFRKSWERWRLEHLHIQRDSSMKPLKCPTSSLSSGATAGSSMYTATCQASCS
Starred values were filed as active, the others as inactive; ? = inconclusive; . = no result given; & = joins results of further samples; [ ] = dose if it differs, or a comment. Unless noted, calls follow the shape of the dose curve; as a rule, active = well fitted curve in the direction sought with a large enough effect; inconclusive = small, poorly fitted or top-dose-only effect, or another doubt; inactive = no such curve, though single readings can be large; an effect the other way counts as inactive or inconclusive. Rows were taken by chance; about 12% have a hit in one of these screens.

SMILES	KB-V1 cytotox	HT1080NT lethal	HT1080 IDH1KD tx	SW480 rerep	KB-3-1 cytotox	IL-1B inflam inh	DRD3 antagonist	DRD3 agonist	GLP1R ag
CS(=O)(=O)N(CC(O)CON=C1c2ccccc2-c2ccccc21)c1ccc(F)cc1 (stereo not drawn)	-30%	?	?	-5%	18%	-6	-19	-7	3%
Cc1ccccc1CSc1ncc(C#N)c(N)n1	?	-7%	-2%	-6%	4%	-1	?	-5	4%
O=C1OCC(CO)(CO)N=C1NNc1ccccc1Cl	-1%	10µM*	-10%	27%	6%	34	-22	-10	-1%
NS(=O)(=O)c1ccc(N/C=C\C(=O)c2ccncc2)cc1	2%	21%	2%	1%	-4%	11	3	3	4%
Nc1ccc2nc(SCc3ccc([N+](=O)[O-])cc3)sc2c1	?	8%	8%	-6%	-11%	-20	15	0	8%
O=C(Oc1cccc2cccnc12)c1cccs1	12µM*	15µM*	6.5µM*	?	?	123	?	-31	29%
COC(=O)CCC(=O)OC1(C)C(=O)C=C2C=C(C3CC3)N(c3cccc(C#N)c3)C=C2C1=O (stereo not drawn)	-15%	-1%	-6%	5%	-2%	4	-11	0	-1%
Cn1c(=O)c(=O)n(C)c2cc(S(=O)(=O)CCC(=O)Nc3ccc(C(F)(F)F)cc3)ccc21	?	-3%	0%	-11%	22%	10	-10	-2	-5%
CCN1CCN(CCC(=O)Nc2ccc3c(c2)OCO3)CC1	7%	4%	6%	-1%	1%	2	-18	-7	14%
CN(CC(=O)Nc1ccccc1C(F)(F)F)C(=O)COc1ncnc2ccccc12	11%	-2%	5%	-5%	3%	21	7	-10	-2%
CCOC(=O)c1cc(CC)sc1NC(=O)CN1C(=O)C(=O)N(CC(C)C)C1=O	0%	7%	15%	-17%	14%	2	18	1	1%
C[C@H]1COC[C@@H](C/C=C/c2ccccc2)N1c1ccccc1	0%	3%	10%	.	11%	45	18	-4	-7%
COc1cc(C(=S)N2CCN(C(c3ccccc3)c3ccccc3)CC2)cc(OC)c1O	0%	-17%	-2%	-53%[inhibitor]	-2%	-50*	12	6	10%
CC(=O)Nc1nc2c(s1)C(=O)NCCC2	1%	16%	15%	-5%	-6%	-14	3	2	0%
CN(C)CCC(=O)c1ccc(Cl)cc1	-5%	-3%	10%	?	-2%	-5	5	-5	2%
CC1(C)CC(=O)C(N=Nc2c(Cl)cc(Cl)cc2Cl)=C(O)C1	-22%	-4%	0%	2%	-4%	19	-17	-4	2%
Cc1ccc(SCCNC(=O)CN(c2ccc3c(c2)OCO3)S(C)(=O)=O)cc1	?	-10%	-1%	9%	-3%	-13	-5	3	1%
CCC1(c2ccccc2)NC(=O)N(CC(=O)N2CCc3ccccc32)C1=O (stereo not drawn)	12µM*	-1%	0%	18%	-26%	9	11	-9	-34%
CC(C)(CO)NS(=O)(=O)c1ccc2c(c1)C(=NO)c1cc(S(=O)(=O)NC(C)(C)CO)ccc1-2	-16%	-23%	-20%	-5%	-18%	-26	-13	3	2%
COC(=O)CNC(=O)COc1ccccc1	5%	0%	-3%	5%	-1%	-5	-4	-4	5%
C/C=C/C=C\C(=O)Nc1cccc(C2=NOC3(C2)C[C@H](C(N)=O)N(C(=O)CC#N)C3)c1 (stereo partly drawn)	10%	26%	3%	-16%	?	3	5	-4	-2%
c1ccc2c(c1)CC/C2=N/Nc1nc2ccccc2[nH]1	?	?	?	?	-4%	-108*	-8	-10	0%
C=CCn1c(SCC(=O)Nc2ccccc2OC)nc2c([nH]c3ccccc32)c1=O	-8%	-28%	-19%	30%	-6%	41	3	2	7%
COc1ccc(C2C(C)C(=O)C(C)C(c3ccc(OC)cc3)N2N=O)cc1 (stereo not drawn)	-21%	10%	17%	4%	6%	-1	17	8	-1%
O=C(NC(=S)NCCCN1CCOCC1)c1ccco1	?	12%	22%	1%	10%	26	-21	-7	-2%
Cc1ccc(S(=O)(=O)/N=c2\sccn2C)cc1	17%	3%	13%	2%[9.22 µM]	-24%	2	-2	0	3%
CC(C(=O)Nc1cccc([N+](=O)[O-])c1)[n+]1ccccc1 (stereo not drawn)	?	-2%	4%	9%	5%	12	1	-7	-5%
CCOC(=O)N1CCN(CC(=O)Nc2sccc2C#N)CC1	-10%	-6%	4%	?	?	68	4	-3	-2%
COc1ccc(CN(C)C(=O)Cc2c[nH]c3ccccc23)c(OC)c1OC	?	-13%	-12%	3%	0%	6	11	-10	-2%
CC(=O)c1ccc(S(=O)(=O)NCCCC(=O)NCCc2ccccn2)cc1	20%	8%	7%	-1%	16%	-9	35	-1	-7%
Cc1ccccc1Cn1c(O)c(N=NC(=S)Nc2ccccc2F)c2ccccc21	?	-13%	-13%	-138%[inhibitor]	?	-9	-1	0	-7%
CC1=Nc2ccccc2NC(=O)C1Sc1nnc(C)s1 (stereo not drawn)	-5%	1%	0%	-1%	0%	-12	11	2	-4%
CC(=O)Nc1ccc(S(=O)(=O)Nc2ccn(Cc3ccccc3Cl)n2)cc1	-1%	0%	-3%	-7%	-19%	7	0	6	-5%
COc1ccc(C2c3c(-c4ccccc4O)n[nH]c3C(=O)N2Cc2ccco2)cc1 (stereo not drawn)	-4%	?	?	-56%[inhibitor]	-1%	-75*	4	0&4	20%
CCCCn1nnnc1SCC(=O)NCc1ccccc1	1%	-2%	0%	-8%	14%	10	-55*	-3	-7%
Cc1cc(C)c2[nH]c(=O)c(CN(CC3CCCO3)C(=O)C3CCCO3)cc2c1 (stereo not drawn)	3%	12%	10%	-10%	16%	-4	-26	-4	14%
C[C@@H]1NC(=O)[C@H](CCC(N)=O)NC(=O)c2cc([N+](=O)[O-])cc(I)c2NCCC[C@@H](C(N)=O)NC1=O	0%	0%	0%	37%	0%	38	-29	9	-1%
COc1cc(NC(=O)C2CCCN(S(=O)(=O)c3ccc4[nH]c(=O)ccc4c3)C2)cc(OC)c1 (stereo not drawn)	-5%	-5%	-7%	-1%	13%	-15	6	3	5%
CC(C)CCn1c(=O)[nH]c2ccccc21	7%	16%	10%	2%	16%	-13	5	-8	15%
CC1(C)CC(=O)c2sc(NC(=O)C3CC3)nc2C1	21%	3%	7%	-5%	0%	-6	-7	-4	6%

Some of the entries so far, bar-delimited:
SMILES | KB-V1 cytotox | HT1080NT lethal | HT1080 IDH1KD tx | SW480 rerep | KB-3-1 cytotox | IL-1B inflam inh | DRD3 antagonist | DRD3 agonist | GLP1R ag
Cc1ccccc1Cn1c(O)c(N=NC(=S)Nc2ccccc2F)c2ccccc21 | ? | -13% | -13% | -138%[inhibitor] | ? | -9 | -1 | 0 | -7%
CC1=Nc2ccccc2NC(=O)C1Sc1nnc(C)s1 (stereo not drawn) | -5% | 1% | 0% | -1% | 0% | -12 | 11 | 2 | -4%
CC(=O)Nc1ccc(S(=O)(=O)Nc2ccn(Cc3ccccc3Cl)n2)cc1 | -1% | 0% | -3% | -7% | -19% | 7 | 0 | 6 | -5%
COc1ccc(C2c3c(-c4ccccc4O)n[nH]c3C(=O)N2Cc2ccco2)cc1 (stereo not drawn) | -4% | ? | ? | -56%[inhibitor] | -1% | -75* | 4 | 0&4 | 20%
CCCCn1nnnc1SCC(=O)NCc1ccccc1 | 1% | -2% | 0% | -8% | 14% | 10 | -55* | -3 | -7%

Following part:
SMILES	KB-V1 cytotox	HT1080NT lethal	HT1080 IDH1KD tx	SW480 rerep	KB-3-1 cytotox	IL-1B inflam inh	DRD3 antagonist	DRD3 agonist	GLP1R ag
O=C(COC(=O)Cc1ccc(Cl)cc1)NCc1cccs1	8%	11%	0%	?	2%	8	-8	-1	-7%
Cc1cc(C)c(S(C)(=O)=O)c(N(C)N)n1	-6%	0%	5%	-4%	-8%	0	-21	-15	-8%
Cc1ccc(C)c(N2CCN(C(=O)C3CCN(S(=O)(=O)c4cccc5nsnc45)CC3)CC2)c1	-10%	-15%	-23%	24%	-28%	?	21	-3	-6%
CC(C)CNS(=O)(=O)c1cc(C(=O)O)c(Cl)cc1Cl	-1%	13%	14%	-4%	?	6	5	14	0%
CCC(=O)N1c2ccccc2NC2=C(C(=O)CCC2)C1c1cccnc1 (stereo not drawn)	17%	14%	15%	1%	-2%	-2	-3	-2	-4%
Cc1ccccc1NC(=O)C1CCCN1S(=O)(=O)c1ccccc1C(F)(F)F (stereo not drawn)	.	-3%	-7%	11%	.	7	-2	0	-5%
O=C(/C=C\Nc1ccc(S(=O)(=O)Nc2ncccn2)cc1)c1cccc2ccccc12	8%	-5%	4%	-5%	7%	14	2	1	-4%
CC(C)CC(=O)Nc1ccc(-c2cn3ccsc3n2)cc1	?	?	?	1%	-30%	20	-17	-6	6%

5 entries picked at random from the list so far:
SMILES	KB-V1 cytotox	HT1080NT lethal	HT1080 IDH1KD tx	SW480 rerep	KB-3-1 cytotox	IL-1B inflam inh	DRD3 antagonist	DRD3 agonist	GLP1R ag
Cc1ccc(S(=O)(=O)/N=c2\sccn2C)cc1	17%	3%	13%	2%[9.22 µM]	-24%	2	-2	0	3%
CCC1(c2ccccc2)NC(=O)N(CC(=O)N2CCc3ccccc32)C1=O (stereo not drawn)	12µM*	-1%	0%	18%	-26%	9	11	-9	-34%
CN(CC(=O)Nc1ccccc1C(F)(F)F)C(=O)COc1ncnc2ccccc12	11%	-2%	5%	-5%	3%	21	7	-10	-2%
CC1(C)CC(=O)C(N=Nc2c(Cl)cc(Cl)cc2Cl)=C(O)C1	-22%	-4%	0%	2%	-4%	19	-17	-4	2%
Cc1ccccc1CSc1ncc(C#N)c(N)n1	?	-7%	-2%	-6%	4%	-1	?	-5	4%
